Pf growth 96h: P. falciparum growth inhibition at 96 hours; P. falciparum luciferase reporter growth, 96 h; Potency, µM (top dose mostly 28.7 µM), for the others: top-dose activity change, negative = inhibition, usual class: inhibitors; 320,000 tested, 6.9% active; AID 504834; also: potency is read from the fitted curve at half-maximal effect; % is scaled to controls: 0 for no effect and ±100 for the full control effect
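Luminescence readout: decreased luciferase signal marks inhibited growth of reporter-expressing P. falciparum in infected red cells (2% hematocrit, 0.05% parasitemia final), exposed to compound two generations (96 h, 37 C, 5% CO2).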
Cycloheximide cs: counter-screen hit for Shiga toxin inhibitors, cycloheximide | 300,000 tested, 12% active | AID 2314 | cell reporter, cycloheximide protein synthesis inhibition counterscreen | max response, %; in the data active = max response mostly above about 13%, no sharp cut-off; inactive = mostly below about 14%; also: read at 38.3 µM for the half of the compounds with a filed dose; 0% is about no effect
HCV inh: inhibitors of hepatitis C virus infection; 340,000 tested, 3.4% active; Potency, µM (top dose mostly 41.8 µM), for the others: at the highest dose activity change, negative = inhibition, hits mostly inhibitors; Huh7.5.1 HCVcc-Cre infection, luciferase reporter, 44 h; also: potency is read from the fitted curve at half-maximal effect; % is scaled to controls: 0 for no effect and ±100 for the full control effect
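Cells (1,000/well) were plated 4 h before compound, then infected with HCVcc-Cre virus (~0.5 moi). After 44 h further culture, infection was read as luciferase luminescence following a 15 min substrate incubation at room temperature.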
FBPA Giardia inh: inhibitors of Giardia lamblia fructose-1,6-bisphosphate aldolase; purified Giardia FBPA; A8B2U2; Potency, µM (doses to about 59.6 µM), without a hit: at the highest dose activity, negative = inhibition, hits mostly inhibitors; 290,000 tested, 0.71% active; also: potency is read from the fitted curve at half-maximal effect; % is scaled to controls: 0 for no effect and ±100 for the full control effect; nearly all actives have a fitted effect of over 55% in size
Target sequence (A8B2U2 whole entry, looked up): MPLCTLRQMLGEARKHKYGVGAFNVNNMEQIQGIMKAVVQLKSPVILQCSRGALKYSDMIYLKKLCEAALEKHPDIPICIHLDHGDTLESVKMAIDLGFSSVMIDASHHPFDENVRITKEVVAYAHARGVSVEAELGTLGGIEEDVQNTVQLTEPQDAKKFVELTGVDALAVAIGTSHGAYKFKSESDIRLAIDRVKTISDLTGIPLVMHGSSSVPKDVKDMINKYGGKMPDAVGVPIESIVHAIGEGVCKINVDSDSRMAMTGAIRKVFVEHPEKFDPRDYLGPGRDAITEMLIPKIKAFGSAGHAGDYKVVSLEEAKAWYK
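40 nM FBPA preincubated 10 min at RT with compound (up to 57.5 uM final), then substrate plus GAPDH/TPI/NAD/arsenate coupling and diaphorase/resazurin added. Fluorescence read after 20 min at RT, 525/598 nm.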
Pf growth 48h: inhibits P. falciparum growth in the first generation, 48 h; P. falciparum luciferase growth in erythrocytes, 48 h; Potency, µM (top dose mostly 28.7 µM), inactives show at the top dose activity change, negative = inhibition, usual class: inhibitors; 310,000 tested, 5.9% active; also: potency is read from the fitted curve at half-maximal effect; % is scaled to controls: 0 for no effect and ±100 for the full control effect
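A one-generation exposure of luciferase-tagged malaria parasites in RPMI 1640/Albumax erythrocyte culture, 37 C and 5% CO2. Inhibition is inferred from decreased luminescence after adding detection reagent.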
Shiga toxin inh: Shiga toxin inhibition; Vero cells, Shiga toxin protein synthesis inhibition reporter; inhibition, % at 38.7 µM; 290,000 tested, 9.2% active; in the data active = inhibition mostly above about 28%, no sharp cut-off; inactive = mostly below about 43%; also: 0% is about no effect
* = called active by the depositor; i = inactive; ? = inconclusive; · = no result given; & = joins results of further samples; [ ] = another dose, or the depositor's remark. Unless noted, calls follow the shape of the dose curve; as a rule, active = well fitted curve in the direction sought with a large enough effect; inconclusive = small, poorly fitted or top-dose-only effect, or another doubt; inactive = no such curve, though single readings can be large; an effect the other way counts as inactive or inconclusive.

molecule	Pf growth 96h	Cycloheximide cs	HCV inh	FBPA Giardia inh	Pf growth 48h	Shiga toxin inh
CC(NC(=S)NCCCN1CCOCC1)C12CC3CC(CC(C3)C1)C2 (stereo unspecified)	?	-2	-2%	-11%	-9%	-3
CCN1CCN(CCNC(=O)CS(=O)(=O)Cc2nc(-c3ccc(C)cc3)oc2C)CC1	107%[activator]	-7	-19%	0%	·	-21
O=C(NC1CCCC1)c1ccc(Cl)c(S(=O)(=O)N2CCCCC2)c1	45%[activator]	-4	35µM*	-2%	?	-4
Cc1c(Cl)cccc1NC(=O)c1ccc(OCC(=O)NCc2ccccc2)cc1	?	-5	-4%	4%	-16%	-7
Cc1cc(C)c(C(=O)CSc2nc(C)cc(=O)[nH]2)c(C)c1	19%	6	17%	?	0%	-14
CNC(=O)c1c(NC(=O)CCS(=O)(=O)c2ccc(C)cc2)sc2c1CCN(C(=O)OC)C2	?	·	-1%	·	?	·
CS(=O)(=O)N(CC(=O)Nc1cc(Cl)ccc1Cl)c1ccccc1	-12%	-2	13%	1%	·	-11
COC(=O)c1ccccc1NC(=S)N(Cc1ccc2c(c1)OCO2)Cc1cc2ccc(C)cc2[nH]c1=O	?	0	?	-3%	9.3µM*	-25
CC(O)C1C(=O)OC2(C)CC(C)(C)NC(=S)N12 (stereo unspecified)	-21%	-2	20%	?	-16%	-6
CN(CC(=O)Nc1ccc(F)cc1)C(=O)c1cc2c(s1)CCCCC2	17%	·	5%[8.37 µM]	·	-8%	·
Cc1cccc(C2=NN(c3ccc(Br)cc3)[C@@H](C(=O)N3CCOC3=O)[C@@H]2c2ccc(Cl)cc2)c1	·	-2	?	-9%	·	i
CCCCOC(=O)CCNc1n[nH]c(=O)[nH]c1=O	·	-3	2%	1%	7%	10
CN(C(=O)COC(=O)c1ccc(NS(=O)(=O)c2cccs2)cc1)C1CCCCC1	-14%	-3	18%	10%	-8%	-1
CC1CC1C(=O)OCC(=O)NC(=O)c1ccccc1 (stereo unspecified)	52%[activator]	·	7%	·	28%	·
COc1ccc(NC(=O)COC(=O)c2cc([N+](=O)[O-])ccc2N2CCOCC2)cc1	-1%	-2	?	·	89%[activator]	-8
CCC1Oc2ccc(C)cc2N(CC(=O)NCC2CCCO2)C1=O (stereo unspecified)	-3%	-7	0%	-12%	0%	-13
C=CCNC(=S)N1CCOCC1	?	-2	4%	-27%	-5%	-8
CCCNC(=O)CCCCn1c(=S)[nH]c2c([nH]c3ccc(OC)cc32)c1=O	-1%	-4	4%	8%	198%[activator]	-16
COc1ccccc1CN1CC(C(=O)NCCn2ccc(C)n2)CCC1=O (stereo unspecified)	?	6	-2%	-17%	17%	3
COC(=O)COc1ccc(-c2ccccc2)cc1C=O	?	6	10%	-1%	22%	28
CC(C)=CC(=O)N1CCC(n2nccc2NC(=O)CCc2ccccc2)CC1	72%[activator]	1	-8%	·	-2%	-12
CC(C)CC(=O)Nc1nnc(SCC(=O)NC2CCCCC2)s1	?	8	2%	·	-5%	-4
CC1CC(c2ccccc2)n2nc(NC(=O)c3cccs3)nc2N1 (stereo unspecified)	·	8	4%	-4%	5%	26
Cc1cccc(C(=O)Nc2ccc(C(=O)/C=C/c3ccncc3)cc2)c1	209%[activator]	-8	-12%	0%	?	-24
Cc1cnc(CNC(=O)c2ccc3oc(Cc4ccccc4)nc3c2)[nH]1	-16%	21	4%	?	-14%	12
Cc1ccccc1CC1S/C(=N/N=C/c2ccco2)NC1=O (stereo unspecified)	0%	6	·	-1%	40%[activator]	-4
O=C(c1cc(-c2ccccn2)nc2ccccc12)N1CCN(c2ncccn2)CC1	-5%	3	3%	5%	-18%	-10
CCOC(=O)C1=C(C)NC(=S)NC1c1cc(C)sc1C (stereo unspecified)	42%[activator]	-8	2%	18%	10%[5.75 µM]	4
Cc1ccsc1CN(C)C(=O)CN1C(=O)NC2(CCCCC2C)C1=O (stereo unspecified)	?	·	2%	·	-20%	·
O=C(Nc1ccc(C(F)(F)F)cc1)c1ccc2ncsc2c1	127%[activator]	35*	3%	2%	117%[activator]	156*

Copied from the list:
In Shiga toxin inh, CS(=O)(=O)N(CC(=O)Nc1cc(Cl)ccc1Cl)c1ccccc1 is listed with -11
In FBPA Giardia inh, Cc1cccc(C2=NN(c3ccc(Br)cc3)[C@@H](C(=O)N3CCOC3=O)[C@@H]2c2ccc(Cl)cc2)c1 is listed with -9%
In FBPA Giardia inh, O=C(c1cc(-c2ccccn2)nc2ccccc12)N1CCN(c2ncccn2)CC1 is listed with 5%
In Shiga toxin inh, COC(=O)c1ccccc1NC(=S)N(Cc1ccc2c(c1)OCO2)Cc1cc2ccc(C)cc2[nH]c1=O is listed with -25

(next part)
molecule	Pf growth 96h	Cycloheximide cs	HCV inh	FBPA Giardia inh	Pf growth 48h	Shiga toxin inh
O=c1c2c(nc3c(-c4ccccc4)c[nH]n13)CCCC2	-6%	-2	2%	-7%	-22%	-9
Cc1onc(-c2ccccc2)c1C(=O)N1CCCSC1=Nc1ccccc1	?	6	13%&-14%	-3%	2.9µM*	12
Cc1ccc(OCCC(=O)OCc2csc(CC(=O)Nc3ccccc3C)n2)cc1	-21%	-1	12%	·	-24%	-3
COc1cc(C2Nc3cc(Cl)c(S(N)(=O)=O)cc3S(=O)(=O)N2)ccc1OCc1ccccc1 (stereo unspecified)	·	55*	10%	-15%	18%	128*
Cc1nc2ccc(S(=O)(=O)N3CCCCC3)cc2s1	29%	2	17%	7%	12%	18
O=C(NCC1CCCCC1)C1(CC2CC(c3ccc(Cl)cc3)=NO2)CCNCC1 (stereo unspecified)	?	-5	?	4%	?	-2
COc1ccc(C(CC(=O)N2CCOCC2)c2c(O)cc(OC)cc2OC)cc1 (stereo unspecified)	68%[activator]	-1&-9	15%	-8%&3%	39%[activator]	2&-5
CS/C(N)=N/N=C/c1ccc2c(c1)OCO2	180%[activator]	25*	9%	3%	109%[activator]	71*
CCC(=O)N(Cc1cc(=O)[nH]c2ccccc12)c1ccccc1C	?	1	-14%	0%	?	-2
O=C(Cc1cccs1)NCCc1csc(-c2ccccc2)n1	2%	8	-28%	-2%	-8%	31
CCn1c(SCC(=O)N/N=C\c2ccccc2OCC(=O)O)nnc1-c1ccc(Cl)cc1	18%	-2	6%	-1%	-2%	5
O=C(NS(=O)(=O)Oc1ccc(F)c(Cl)c1)OC[C@@H]1CCCN2CCCCC12 (stereo partly specified)	?	-6	5%	0%	-2%	-6
COc1cc2c(cc1OC)-c1cc(Nc3ccccc3Br)nc(=O)n1CC2	?	17*	-18%	-14%	?	-1
Oc1ccccc1/C=N/n1c(-c2ccccc2)n[nH]c1=S	10%	-3	34%[activator]	-7%	·	1
C(=N\Nc1nn[nH]n1)/c1ccccc1	13%	-3	12%	?	·	-7
O=C(COc1ccc([N+](=O)[O-])cc1)Nc1ccccc1C(=O)NC1CC1	34%	·	10%	·	3%	·
COC(=O)C1=C(C(=O)OC)[C@@H]2N(C)c3ccccc3[C@@]23C[C@@H](C(=O)OC)N(C(C)=O)C3=N1	57%[activator]	-4	29%	2%[12.9 µM]	0%	-13
CC1=C2C3OC(=O)C(C)[C@@H]3CC[C@](C)(O)C2C2C3C4C5(C12)[C@H]1OC(=O)[C@@H](C)C1CC[C@]4(C)O[C@]5(C)[C@@H]3O (stereo partly specified)	8%	8	-2%	-1%	-4%	4
CN(C)S(=O)(=O)c1ccc(C(=O)OCC(=O)Nc2ccc3c(c2)OCO3)cc1	32%[activator]	·	-6%	·	?	·
CCCN(C(=O)c1cc2c(s1)CCC2)c1c(N)n(Cc2ccccc2)c(=O)[nH]c1=O	10%	-2	-4%	-5%	58%[activator]	-4
Cc1ccc(S(=O)c2snnc2C)cc1 (stereo unspecified)	-15%	-2	3%	6%	·	-6
COc1cc(NC(=O)Nc2ccccc2)c(OC)cc1NC(=O)CN1CCCCC1	·	4	11µM*	0%	?	36
CC(C)CN(C(=O)COC(=O)CCc1c[nH]c2ccccc12)c1c(N)n(Cc2ccccc2)c(=O)[nH]c1=O	0%	·	?	·	?	·
COc1cc(CNC(=O)c2ccc3oc(C(C)C)nc3c2)cc(OC)c1	11%	14*	-29%	-2%	?	15
CC(Cc1ccccc1)NC(=O)c1ccc([N+](=O)[O-])cc1 (stereo unspecified)	?	30*	1%	1%	232%[activator]	61*
O=C(COc1ccccc1)NCC1CCCO1 (stereo unspecified)	33%[activator]	-1	7%	1%	33%[activator]	20
CCn1ncc(Cl)c1C(=O)Nc1cc([N+](=O)[O-])ccc1OC	29%	-3	1%	1%	35%[activator]	-3
O=C(c1ccc(-c2cc(Cl)ccc2Cl)o1)N1CCOCC1	?	16*	-5%	7%	52%[activator]	38
CC(C(=O)Nc1ccncc1)(c1ccccc1)c1ccccc1	10µM*	-3	10%	-3%	?	-15
CCCCNc1cnn(-c2ccccc2)c(=O)c1Cl	?	33*	4%	0%	48%[activator]	75*

Results in Pf growth 48h (2 entries from above):
Compound,Pf growth 48h
COC(=O)C1=C(C(=O)OC)[C@@H]2N(C)c3ccccc3[C@@]23C[C@@H](C(=O)OC)N(C(C)=O)C3=N1,0%
CC1=C2C3OC(=O)C(C)[C@@H]3CC[C@](C)(O)C2C2C3C4C5(C12)[C@H]1OC(=O)[C@@H](C)C1CC[C@]4(C)O[C@]5(C)[C@@H]3O (stereo partly specified),-4%

Other compounds:
molecule	Pf growth 96h	Cycloheximide cs	HCV inh	FBPA Giardia inh	Pf growth 48h	Shiga toxin inh
COC(=O)c1c(C)oc(C)c1S(=O)(=O)NC(c1ccccc1)c1ccccc1	?	-1	?	-7%	?	17
CCCOc1ccc(C(O)(CCN2CCCCC2)c2ccccc2OC)cc1 (stereo unspecified)	15%	2	?	-11%	-23%	-6
CCOC(=O)C1(C)NC(c2ccccc2F)C2C(=O)N(CC)C(=O)C21 (stereo unspecified)	13%	4	5%	-2%	12%	-8
Cc1ccc(S(=O)(=O)N2CCN(C(=O)COC(=O)CSc3ccc(C)c(C)c3)CC2)c(C)c1	21%	·	7%	·	?	·
Cc1cccc(NC(=O)CN2CCN(C(=O)C3CCCO3)CC2)c1C (stereo unspecified)	?	-1	8%	·	23%	-7
COc1cc(C(C(=O)NCc2ccccc2)N(Cc2ccco2)C(=O)c2cnccn2)cc(OC)c1OC (stereo unspecified)	9%	-2	20%	-1%	9.3µM*	8
CCn1c(N)nc2c1c(=O)n(C)c(=O)n2C	217%[activator]	-3	5%	8%	19%	-8
COc1ccc(N(CC(=O)NCc2ccccn2)S(=O)(=O)c2ccccc2[N+](=O)[O-])c(OC)c1	34%[activator]	0	0%	0%	-18%	32
N#Cc1cc2c(nc1SC1CCCCC1O)CCCC2 (stereo unspecified)	?	-1	?	5%	-2%	-21
COc1cc(/C=N/NC(=O)c2cncc(Br)c2)ccc1OC(=O)c1ccc2c(c1)OCO2	?	1	·	·	3%	64
CCCC[C@@H](CNC)NC[C@H](Cc1ccc(O)cc1)NCCc1ccc(OCC)cc1	0.93µM*	-4	?	14%	2.6µM*	1
CC1CCCC(NC(=O)COC(=O)c2cccc(S(=O)(=O)N3CCCCC3)c2)C1C (stereo unspecified)	5%	·	2%	·	3%	·
Cc1cc2oc(=O)cc(CN3CCN(S(=O)(=O)c4cccs4)CC3)c2cc1C	7.4µM*	-3	?	0%	?	-2
CCn1c(CSCc2ccc(C)cc2)nnc1SCC(=O)NCc1ccccc1	53%[activator]	-1	6%	3%	-2%	15
COc1cccc(C(=O)NCCS(=O)(=O)NCc2ccc(Cl)cc2)c1	5%	·	-2%	·	-24%	·
CCC(=O)N1CCC2(CC1)Oc1ccc(Cl)cc1C(=O)C21CC(c2ccccc2)=NO1 (stereo unspecified)	?	-5	-10%	-3%	?	-10
Cc1ccc2c(c1)c(N=NC(N)=O)c(O)n2C	0%	1	1%	-7%	17%	15
CC(C)C(=O)N1CCN(c2ccc([N+](=O)[O-])cc2Cl)CC1	1%	-1	2%	1%	6%	3

Source: PubChem BioAssay (National Center for Advancing Translational Sciences (NCATS))
